FN deposit inh: inhibitors of fibronectin matrix deposition, primary screen, AH1F cells, Alexa488-fibronectin fluorescence, plate reader. AH1F fibroblasts, overnight. inhibition, % at 12.6 µM. 350,000 compounds, 0.086% hits;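 active = mean inhibition across replicates of 30% or more, regardless of how many single replicates reach that level; inconclusive = mean under 30% yet at least half of replicates reach 30%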;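 also: positive control wells lacked labelled fibronectin entirely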
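Assay system: AH1F fibroblasts / Quantity: 10000 cells per well / Medium: DMEM plus 2% serum, read in PBS / Reagent: labelled fibronectin 24 nM / Dosing: single dose, pinned / Times: 1 h cell attachment, overnight exposure to compound and label / Signal: fluorescence, ex 485 nm, em 525 nm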
LGR2 antag: inhibitors of bursicon-induced LGR2 CRE-luciferase signal, primary screen, cell-based, HEK293, CRE-luciferase reporter, bursicon stimulation | inhibition, % at 9.99 µM | 380,000 compounds, 0.35% hits | bursicon-stimulated, 4 h | Drosophila bursicon receptor LGR2 (rickets);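 active = drop in luminescence signal, shown as inhibition above about 50% in the replicate tests, limit read from the data, passing the limit was not always enough; inconclusive = probably only some replicates passing the limit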;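 also: agonist challenge used bursicon conditioned medium at about half maximal strength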
PAX8 inh HTS: inhibitors of PAX8-driven TPO luciferase reporter, primary screen, RMG-I cells, single concentration; SteadyGlo, 24 h; inhibition, % at 12.6 µM; 360,000 compounds, 1.2% hits;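 active = mean replicate inhibition at least 60% with every replicate also reaching 60%; inconclusive = only one of the two criteria is met; inactive = mean below 60% and not all replicates reaching 60%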;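 also: luciferase light reporting Pax8 driven TPO promoter activity; plate controls were median of neutral control wells for no effect and mitoxantrone controls for full effect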
CASP6 VEID inh: human caspase-6 inhibitors, primary screen, biochemical, VEID-R110 fluorescence, single point, set 2 | P55212 | purified caspase-6, Z-VEID-R110 cleavage fluorescence | inhibition, % at 12.5 µM | 350,000 compounds, 0.53% hits | AID 686996, 2013;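 active = mean inhibition across replicates at least about 35%, with every replicate also reaching that limit, limit read from the data; inconclusive = only one of the two criteria met; inactive = neither criterion met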;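 also: 0% = median of neutral control wells and 100% = no fluorescence left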
Target sequence (P55212 24-179 limits assumed): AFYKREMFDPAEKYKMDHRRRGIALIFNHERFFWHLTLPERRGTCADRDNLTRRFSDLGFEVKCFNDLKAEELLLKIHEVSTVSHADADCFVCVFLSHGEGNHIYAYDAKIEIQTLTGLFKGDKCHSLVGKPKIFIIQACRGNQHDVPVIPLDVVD
Target sequence (P55212 194-293 limits assumed): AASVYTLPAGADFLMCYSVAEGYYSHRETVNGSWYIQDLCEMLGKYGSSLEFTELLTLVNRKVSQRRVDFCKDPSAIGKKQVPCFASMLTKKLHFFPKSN
EWS-Fli block: EWS/Fli-driven NR0B1 reporter inhibitors, primary screen, A673 cells, NR0B1 luciferase, luminescence, MLPCN library; AID 651661, 2012; inhibition, % at 12.6 µM; 350,000 compounds, 0.67% hits; viability-normalised;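 active = mean inhibition of at least 50% after viability correction, with every replicate also passing that limit; inconclusive = mean reaches 50% but only one of two replicates passes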;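 also: firefly luciferase signal divided by Alamar Blue viability fluorescence both relative to DMSO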
Cneo AK release: Cryptococcus neoformans cell lysis inducers, primary screen, AK release luminescence, single concentration. C. neoformans lysis, adenylate kinase release luminescence, 4 h; normalised: neutral wells 0, clomiphene wells 100. AID 651654, 2012. 360,000 compounds, 0.2% hits. lysis activity, % at 15 µM;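 active = mean lysis activity across replicates of at least 80%, whatever share of replicates individually reach that level; inactive = mean lysis activity below 80%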
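Assay system: log-phase C. neoformans yeast / Quantity: yeast cell density of 5 × 10^6 cells/mL / Medium: fresh YPD growth medium / Compound: single dose / Timing: static 4 h at 37 °C with compound, 1 h detection / Measured by: adenylate kinase release luminescence / Read-out: lysis from increased AK signal / Benchmarks: Clomiphene as positive lysis control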
PGC1a acetyl inh: inhibitors of PGC1a acetylation signal, primary screen, cell-based, U2OS, AlphaScreen, inhibitor mode; inhibition, % at 15.6 µM; 350,000 compounds, 0.17% hits; AlphaScreen anti-acetyl-lysine; with virally co-expressed GCN5 acetyltransferase;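 active = every replicate shows inhibition of at least 40%; inconclusive = mean inhibition at least 40% but some replicate below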;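 also: 0% = neutral control wells and 100% = positive control wells; some results beyond the cut were filed as inactive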
miR-122 sensor: miR-122 Renilla sensor signal increase in Huh7, primary screen, miR-122 inhibitor project, cell-based, single point, plate reader | Huh7 miR-122 Renilla luciferase sensor, 48 h; neutral wells = 0, positive control = 100 | activation (reporter increase), % at 12.5 µM | 340,000 compounds, 0.3% hits;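 active = mean replicate activation score at least 90 and every replicate individually at or above 90; inconclusive = only one of the two criteria met; inactive = neither criterion met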;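 also: higher luciferase means less miR-122 activity so hits act as miR-122 inhibitors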
Starred values were filed as active, the others as inactive; ? = inconclusive; · = not tested or not shown; & = joins results of further samples; [ ] = another dose, or the depositor's remark.

SMILES	FN deposit inh	LGR2 antag	PAX8 inh HTS	CASP6 VEID inh	EWS-Fli block	Cneo AK release	PGC1a acetyl inh	miR-122 sensor
COc1ccc(CNC(=O)[C@@H](Cc2ccccc2)NC(=O)CC[C@H]2O[C@@H](n3ccc(=O)[nH]c3=O)[C@H](O)[C@@H]2O)cc1	-3	-14	-10	-1	-8	0	2	-2
C[C@@H]1CN([C@H](C)CO)C(=O)Cc2cc(NS(=O)(=O)c3ccccc3)ccc2O[C@H]1CN(C)C(=O)Nc1ccc(C(F)(F)F)cc1	·	11	·	0	4	·	0	16[16.7 µM]
COc1ccc(Cl)cc1Cn1c(C)c(C(=O)NCc2cccc(Cl)c2)sc1=O	0	-1	4	-2	1	0	·	·
O=C(C[C@H]1C=C[C@H](NS(=O)(=O)c2ccc(F)cc2)[C@@H](CO)O1)NC1CCCCC1	·	-14	-32	-2	-4	39	4	·
CC(=O)Nc1ccc(Sc2ccc([N+](=O)[O-])o2)cc1	·	10	114*	10	61*	-3	-438	-27
O=C(N/N=C/c1ccc(O)cc1)c1cncc(Br)c1	2	0	-5	3	2	-3	0	-2
COCC#Cc1ccc2c(c1)O[C@@H](CN(C)S(=O)(=O)c1ccc(F)cc1)[C@@H](C)CN([C@@H](C)CO)S2(=O)=O	·	9	·	4	-3	-2	3	-7[16.7 µM]
CC(C)[C@@H](C(=O)N1CCN(Cc2ccc3c(c2)OCO3)CC1)n1nnc2ccccc2c1=O	9	29	10	4	·	·	9	-5
CC(=O)N(C)C[C@@H]1Oc2ncc(/C=C/c3ccccc3)cc2C(=O)N([C@H](C)CO)C[C@H]1C	8	-7	·	1	2	1	3	2[16.7 µM]
CCCCOc1ccc(C2/C(=C(/O)c3ccc4c(c3)CC(C)O4)C(=O)C(=O)N2CCCN2CCOCC2)cc1OC (stereo unspecified)	1	-12	33	-3	·	4	-1	0
COc1ccc(C(CCN2CCCC(C)C2)c2c(OC)cc(OC)c3c(-c4ccccc4)cc(=O)oc23)cc1 (stereo unspecified)	-5	4	44	9	16	13	-10	42
C[C@@H]1CCCCO[C@H](CN(C)S(=O)(=O)c2cccs2)[C@@H](C)CN([C@@H](C)CO)C(=O)c2cc(NC(=O)c3ccncc3)ccc2O1	-13	-21	-12	-4	-5	-4	4	8[16.7 µM]
OC[C@H]1O[C@@H](Oc2ccc3cc(Br)ccc3c2)[C@H](O)[C@@H](O)[C@H]1O	·	-14	1	-3	-10	0	1	-1
COc1cccc(-c2cnc3c(c2)C(=O)N([C@@H](C)CO)C[C@@H](C)[C@H](CN(C)C(=O)Nc2ccccc2F)O3)c1	·	-16	-2	·	2	·	-10	·
COc1ccc2c3c(n(C)c2c1)[C@H](CO)NCC31CN(Cc2ccc(F)cc2)C1	12	-38	·	-1	8	·	·	·
Cn1cnc(S(=O)(=O)N2CCCCN3[C@@H](CO)[C@H](c4ccc(C5=CCCC5)cc4)[C@@H]3C2)c1	·	·	-39	-1	1	2	-7	-5[16.7 µM]
CCN1C(=O)/C(=C\c2ccc(F)cc2)N=C1SCC(=O)NCc1ccco1	-2	-17	-12	2	9	4	-9	-1
CCN(C)C1CN(Cc2cn(Cc3cc(C)cc(C)c3)nn2)S(=O)(=O)C1 (stereo unspecified)	6	-16	-4	-1	-4	·	·	·
Cc1ccc(S(=O)(=O)N(OCc2ccccc2)C(C)C(=O)O)cc1 (stereo unspecified)	3	3	-21	2	1	0	6	-3
CN(C[C@@H]1N[C@H](CO)[C@@H]1c1ccc(-c2cccc(F)c2)cc1)C(=O)C1CCC1	-3	2	12	-6	10	3	2	-12[16.7 µM]
COCC(=O)N(C)C[C@@H]1Oc2cc(-c3cccc(F)c3)ccc2S(=O)(=O)N([C@@H](C)CO)C[C@@H]1C	-14	6	·	0	-3	-1	-15	-2[16.7 µM]
CCc1cc(Cn2nc(-c3ccccc3)cc2C(=O)NCc2ccccc2OC)on1	7	20	7	2	16	2	·	·
Fc1ccc(-[n+]2nc(Nc3ccccc3)sc2-c2ccc(OCc3ccccc3)cc2)cc1	6	0	-8	2	0	0	·	·
CC1(c2ccccc2)CC(C)(C)N2C(=O)C(=O)c3cccc1c32 (stereo unspecified)	-17	-14	4	2	5	-4	1	·
CCOC(=O)c1cnc2ccc(C)cc2c1Sc1ccc(F)cc1	·	19	·	·	·	-2	2	-8
CCn1c(Cc2ccccc2)nnc1SCC(=O)Nc1ccc(C)cc1	-3	21	·	·	·	3	0	-3
CCCNC(=O)C[C@@H]1CC[C@H]2[C@H](COc3ccc(NC(=O)c4cccs4)cc3C(=O)N2C)O1	-12	0	-7	-2	-10	-3	6	-17[16.7 µM]
COc1ccc(OC)c(NC(=O)C2CC(=O)N(CCc3ccccc3)C2)c1 (stereo unspecified)	-2	-9	-3	-1	5	4	11	-7
COc1ccc(S(=O)(=O)N(C)C[C@@H]2OCc3cnnn3CCCC(=O)N([C@@H](C)CO)C[C@H]2C)cc1	6&13	?	-4&9	1&-2&-1	-4&6&-4	0&1&-4	0&3	-5
CCCC#Cc1cnc2c(c1)C(=O)N([C@H](C)CO)C[C@@H](C)[C@@H](CN(C)S(=O)(=O)c1cccc(OC)c1)O2	·	-7	11	0	-9	-8	0	8[16.7 µM]
O=S(=O)(Nc1cccc2cccnc12)c1ccc(S(=O)(=O)N2CCCC2)cc1	·	14	·	·	·	-1	1	4
O=C(O)/C=C/C(=O)NCCc1ccc(Cl)cc1	-4	2	14	-1	-4	0	5	4
COc1cc2oc(=O)cc(CN3CCCCCCC3)c2cc1Cl	9	11	-7	-73	-10	1	-2	-1
CC(C)C[C@@H](CN1CCCC1CN1C(=S)NC[C@@H]1Cc1ccc(O)cc1)N1C[C@H](Cc2ccccc2)N(CCc2ccccc2)C1=S (stereo partly specified)	·	0	34	0	16	1	8	-4
Cc1ccc(CCn2c3c(c4ccccc42)CN(C)CC3)cn1	·	-10	·	·	·	1	1	-4
CCOC(=O)c1c(-c2ccccc2)csc1NC(=O)CSc1nnc(C)s1	-1	-19	2	·	·	-2	·	-5
CCN(CC)CCNC(=O)c1ccc(NC(C)=O)cc1	-7&-4	·	-7&-3	-2&-10	0&-13	16&-2&0&2	2&1	0&6
Cc1nc2nc(C)c(CCC(=O)Nc3ccc4c(c3)OCO4)c(C)n2n1	2	5	·	·	·	0	-7	·
N#C[C@@H]1[C@H](c2ccccc2C2=CCCC2)[C@H](CO)N1C(=O)C1CC1	-8	5	-21	1	10	·	-4	·
COc1ccc(S(=O)(=O)NC2CC(C)(C)NC(C)(C)C2)cc1C(C)C	4	2	-40	3	5	·	-15	58
CC(C)NC(=O)N[C@H]1CC[C@@H](CCn2cc(-c3ccccc3)nn2)O[C@H]1CO	-1	-1	-14	-3	0	7	-1	·
C=CCN(c1nc(C)cc(OC)n1)S(=O)(=O)c1ccccc1	-10	16	-10	1	11	2	-21	-2
COC(=O)[C@H](CCSC)NC(=O)NCc1ccccn1	9	·	·	·	·	1	-7	-1
COc1ccccc1CNC(=O)Cn1nnnc1CN(C)C(C)C	0	16	8	1	14	-1	9	-7
COc1ccc(NC(=O)CN2CCN(Cc3ccccc3)CC2)cc1	-7	-11	2	1	20	0	8	-7
COc1cccc(COC(=O)C2CCN(S(=O)(=O)c3ccc(C)cc3C)CC2)c1OC	-5	21	-6	14	2	-2	4	·
COc1ccccc1NCC(=O)NNC(C)C(=O)Nc1cccc(Cl)c1 (stereo unspecified)	-5	-10	-43	-5	-16	0	3	-3
CCc1c(O)nc(SCC(=O)Nc2ccc(Cl)cc2)n(-c2ccccc2)c1=O	-15	-11	-37	3	-20	4	2	-4
C[C@H](CO)N1C[C@H](C)[C@@H](CN(C)Cc2ccc(Cl)c(Cl)c2)Oc2ccc(NC(=O)C3CCCCC3)cc2CC1=O	3	7	15	-1	7	-2	0	-6[16.7 µM]
Cc1ccc(-c2cc(C(F)F)nc(NCc3cccnc3)n2)cc1	12	·	-9	·	·	·	-16	5

(more compounds)
SMILES	FN deposit inh	LGR2 antag	PAX8 inh HTS	CASP6 VEID inh	EWS-Fli block	Cneo AK release	PGC1a acetyl inh	miR-122 sensor
Cc1cccc(C)c1NC1=NCCCCC1	-9	-12	8	0	-1	·	-18	1
COc1ccc(NS(=O)(=O)c2ccc(Cl)c(NC(=O)c3ccccc3F)c2)cc1	·	18	7	2	-1	-1	-9	46
O=C(C[C@H]1C[C@H]2c3cc(NC(=O)CC4CC4)ccc3O[C@H]2[C@H](CO)O1)NCCc1ccccc1	-16	-16	5	-1	18	-2	3	2[16.7 µM]
C[C@H]1CN([C@@H](C)CO)S(=O)(=O)c2ccc(-c3cccc(F)c3)cc2O[C@@H]1CN(C)C(=O)C1CC1	-6	3	7	7	-8	6	0	·
COc1ccc(-c2csc(NC(=O)c3ccccc3OC)c2C(=O)O)cc1OC	-2	7	-4	2	-21	1	9	-6
CCOc1cc(/C=C2/C(=N)N3C(=NC2=O)SN=C3S(=O)(=O)C(C)C)ccc1OC(=O)c1ccco1	-12	2	-1	·	5	-7	5	·
CN(C)CCNC(=O)Cc1ccc([N+](=O)[O-])cc1	0	-2	-2	-52	8	·	·	·
O=C(CC(c1ccco1)S(=O)(=O)c1ccccc1)c1ccccc1 (stereo unspecified)	-7	-77	-100	0	-35	0	-2	4
O=C(Nc1ccc2oc(-c3ccccc3)nc2c1)c1cccs1	-5	·	·	·	·	0	-5	-6
CC1(C(=O)NS(=O)(=O)c2ccc(Br)cc2)CCN1C(=O)CCC1CCCC1 (stereo unspecified)	-2	20	-4	1	6	4	2	-4
O=C(O)c1ccc(CNc2ccccc2C(=O)O)cc1	-9	·	6	·	·	-7	8	-2
CN(C(=O)CSc1nnc(C(F)(F)F)n1C)c1c(N)n(Cc2ccccc2)c(=O)[nH]c1=O	·	-5	-14	-2	0	0	·	2
Cc1noc(C)c1NC(=O)N(C)C[C@@H]1OCCCC[C@@H](C)Oc2ccc(NC(=O)c3ccccc3)cc2C(=O)N([C@H](C)CO)C[C@@H]1C	6	-4	9	1	-17	13	7	2[16.7 µM]
C[C@H](NC(=O)OC(C)(C)C)C(=O)N/N=C/c1ccc2nccnc2c1	-2	3	23	2	2	3	10	-6
CCC(=O)N1CCCCN2[C@H](C1)[C@@H](c1ccc(C#Cc3cccnc3)cc1)[C@@H]2CO	·	0	14	-1	-4	-3	-8	-8[16.7 µM]
CCc1ccc(C(=O)Nn2cnc3ccccc3c2=O)cc1	19	-27	-44	0	-89	0	·	-5
CC(=O)NN1C(=O)/C(=C\c2ccccc2)SC1=S	7	·	11	·	·	3	2	-1

Bioassay records: PubChem BioAssay, Broad Institute

Rows were taken by chance; 2.5% or so of the library scored in one or more.
